# D2 antag: antagonizes the human D2 dopamine receptor; inhibition, % at 10 µM; P14416; AID 485344; HEK293 TREx D2 cells, calcium flux, dopamine EC80; hit rate 2% among 340,000; in the data active = inhibition above about 30%; note: 0% is about no effect
# Target sequence (P14416 whole entry, looked up): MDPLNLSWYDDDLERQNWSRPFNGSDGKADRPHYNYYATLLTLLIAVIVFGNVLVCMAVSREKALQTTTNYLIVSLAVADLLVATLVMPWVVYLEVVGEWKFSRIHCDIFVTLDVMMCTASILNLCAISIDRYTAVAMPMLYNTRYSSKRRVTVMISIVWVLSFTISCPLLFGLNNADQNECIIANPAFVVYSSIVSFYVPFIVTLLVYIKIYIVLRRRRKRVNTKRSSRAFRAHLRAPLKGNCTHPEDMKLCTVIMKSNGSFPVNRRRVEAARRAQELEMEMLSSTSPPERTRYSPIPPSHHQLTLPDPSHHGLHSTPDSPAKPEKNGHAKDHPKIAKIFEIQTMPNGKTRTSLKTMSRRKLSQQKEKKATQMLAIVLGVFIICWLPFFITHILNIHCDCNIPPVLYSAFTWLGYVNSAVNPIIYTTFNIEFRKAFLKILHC
#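 HEK293 T-REx D2 cells, tet-induced, calcium dye no-wash. Cpd pintool add, 180 s kinetic, then EC80 DA, 180 s kinetic. Ca flux read.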
# RXFP1 ag: agonists of human relaxin receptor RXFP1 | Q9HBX9 | HEK293T-RXFP1 cAMP TR-FRET, 30 min; response scale: percent of porcine relaxin response, buffer zero | Potency, µM (doses to about 57.5 µM), inactives show top-dose activation, most hits filed as activators | hit rate 0.3% among 370,000 | AID 2676; active = well fitted activation curve with a large enough effect; note: potency is the fitted concentration of half-maximal effect; % is set by controls: 0 for no effect and ±100 for the full control effect; nearly all actives have a fitted effect of over 60% in size; many of its hits are not listed in these tables
#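 cAMP rise read by TR-FRET after 30 min, 37C compound exposure (up to 58 uM) in RXFP1-transfected HEK293 cells with Ro 20174 present. EC50 from Hill-equation fits, with 29 nM porcine relaxin as 100% and buffer as basal.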
# D2 PAM: positively modulates the human D2 dopamine receptor allosterically; P14416; HEK293 T-REx D2, calcium flux, EC20 dopamine potentiation; potentiation, % at 10 µM; hit rate 0.34% among 340,000; AID 485347;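 active = potentiation over 3 SD above the plate norm, cut at about 30% in these data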; note: 0% is about no effect
#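 Calcium flux readout, no-wash dye, 1 read/s. Inducible HEK293 Trex D2 line, overnight 30 C. Compound alone 180 s (agonist flags), then EC20 dopamine, another 180 s to score potentiation.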
# D1 agonist: agonists of human D1 dopamine receptor; P21728; HEK293 T-REx D1 cells, calcium flux, agonist mode; activation, % at 2 µM; hit rate 1% among 360,000; in the data active = activation above about 30%; note: 0% is about no effect
# Target sequence (P21728 whole entry, looked up): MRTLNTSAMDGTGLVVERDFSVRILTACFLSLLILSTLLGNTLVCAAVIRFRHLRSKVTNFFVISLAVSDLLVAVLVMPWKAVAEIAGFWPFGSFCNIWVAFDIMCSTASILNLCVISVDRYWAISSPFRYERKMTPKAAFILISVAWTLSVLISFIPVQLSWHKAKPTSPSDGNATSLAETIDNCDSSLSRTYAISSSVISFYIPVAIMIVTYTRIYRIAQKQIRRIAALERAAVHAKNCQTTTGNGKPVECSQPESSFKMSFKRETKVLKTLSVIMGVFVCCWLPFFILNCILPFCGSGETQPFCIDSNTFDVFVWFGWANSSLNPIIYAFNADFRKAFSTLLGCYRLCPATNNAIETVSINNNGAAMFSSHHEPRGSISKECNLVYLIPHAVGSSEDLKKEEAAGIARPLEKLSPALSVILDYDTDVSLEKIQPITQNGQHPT
#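 Tetracycline-induced HEK293 TREx D1 cells, force-coupled to calcium signalling, were dye-loaded with a no-wash calcium kit. Compound was pin-added after a 10 s baseline. Fluorescence was read kinetically at 1 cycle/s for 180 s, with calcium rises flagged as agonism.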
# TRHR enhancer: TRH receptor (human) allosteric enhancement; P34981; TRHR cells, fluo-8 calcium fluorescence, EC20 TRH enhancement; enhancement, % at 2 µM; hit rate 0.66% among 360,000; in the data active = enhancement above about 30%; note: 0% is about no effect
#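 Enhancer read-out: after compound pinning and an initial kinetic agonist-mode read, an EC20 of TRH (10 nM final) was injected and fluo-8 calcium signal (Ex 480/Em 530) followed at 1 s/cycle for 100 cycles in TRHR-expressing cells.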
# D1 potentiator: potentiators of human D1 dopamine receptor | AID 504651 | P21728 | potentiation, % at 10 µM | hit rate 0.036% among 360,000 | HEK293 TREx D1 cells, calcium flux, dopamine EC20 potentiation; in the data active = potentiation above about 30%; note: 0% is about no effect
# D1 antag: human D1 dopamine receptor antagonism. HEK293 TREx D1 cells, calcium flux, dopamine EC80; stronger effect = lower value. activity change, negative = inhibition, % at 10 µM. P21728. hit rate 3.2% among 360,000; in the data active = activity change below about -30%; note: % is set by controls: 0 for no effect and ±100 for the full control effect
#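 Using tetracycline-induced force-coupled D1 Hek293 cells and a calcium dye, signals were followed for 180 s after compound, then for 180 s after EC80 dopamine, to detect inhibitors.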
# D2 agonist: D2 dopamine receptor (human) agonism; activation, % at 2 µM; AID 485358; hit rate 0.53% among 340,000; P14416; HEK293 T-REx D2 cells, calcium flux agonist mode;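 active = activation over 3 SD above normal in the single-dose calcium agonist read, cut at about 30% in these data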; note: 0% is about no effect
#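 Agonism scored from kinetic calcium signal (1 read/sec, 180 s) following compound pin transfer, after a 10 s baseline. Cells: HEK293 Trex line expressing inducible D2 receptor coupled to calcium, dye-loaded after overnight culture at 30 C.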
# RXFP1 antagonist: RXFP1 (human) relaxin receptor antagonism; activity change, negative = inhibition, % at 57.5 µM; Q9HBX9; HEK293-RXFP1, relaxin-stimulated cAMP HTRF, 30 min; stronger effect = lower value; AID 1259400; hit rate 0.59% among 350,000;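 active = activity change of -60% or lower, but not beyond a set lower limit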; note: % is set by controls: 0 for no effect and ±100 for the full control effect
# An asterisk follows results filed as active; . = no result given. Not all compounds are listed, so the mix of outcomes need not match the whole.
SMILES,D2 antag,RXFP1 ag,D2 PAM,D1 agonist,TRHR enhancer,D1 potentiator,D1 antag,D2 agonist,RXFP1 antagonist
CC(=O)/C(N=Nc1ccc(C(=O)O)cc1[N+](=O)[O-])=C(\C)O,-10,0.0%,-4,3,7,5,5,-0.6,5
CCOC(=O)c1cc(NC(=O)CNCC(c2ccccc2)N(C)C)cc(C(=O)OCC)c1 (configuration not stated),-5,-2.0%,-13,0,12,5,11,-0.2,-9
O=C(CSc1nc2c([nH]c3ccccc32)c(=O)n1-c1ccc(Cl)cc1)NCc1ccccc1,.,1.6%,9,4,1,-1,-2,-0.4,.
COc1ccc(-n2nc(C(=O)NCc3cc(OC)ccc3OC)c3c4ccccc4n(C)c3c2=O)cc1,-24,2.9%,-4,2,-2,-5,-12,-0.2,-9
COc1ccccc1-n1c(-c2ccccc2)c[nH]c1=S,4,0.2%,3,3,-2,-2,21,4.1,-15
CCCC(=O)NC(c1ccccc1Cl)c1ccc2cccnc2c1O (configuration not stated),-2,1.4%,4,0,-6,-3,1,-0.1,-82*
COc1cc(OC)c(OC)cc1/C=N/NC(=O)CCc1c(C)n[nH]c1C,-1,2.4%,8,1,0,1,30,0.5,-3
CNc1oc(-c2cccc3ccccc23)nc1C#N,0,13%,-3,-1,5,-6,-27,0.1,11
O=C1NC2(CCc3ccccc32)C(=O)N1CCOc1ccc(Cl)cc1 (configuration not stated),-6,0.7%,-3,1,1,5,2,-0.8,-13
COc1ccc(OC)c(NC(=O)c2cc3c(=O)n4cccc(C)c4nc3n2C)c1,.,1.3%,1,4,3,2,-14,-1.6,2
O=C(NNC(=O)c1cccc(Br)c1)C(=O)N1CCCCC1,3,-0.7%,11,0,-2,-5,9,-1.2,-9
S=C(NCC1CCCO1)N1CCN(c2nc(-c3ccccc3)cs2)CC1 (configuration not stated),67*,-0.1%,-20,0,-6,-11,-19,1.2,-2
CCOC(=O)c1ccc(N2C(=O)c3n[nH]c(-c4cccs4)c3C2c2cccc(F)c2)cc1 (configuration not stated),.,0.0%,-3,-2,0,2,16,0.9,-14
COc1ccc(Cl)cc1NC(=O)c1cc(C)no1,6,1.3%,-9,2,1,-3,0,0.5,2
O=C(NNc1ccc([N+](=O)[O-])cc1)C1CC1c1ccccc1 (configuration not stated),-10,3.0%,-2,11,-6,-7,-2,0.7,2
COc1ccc(Oc2ncc(CN3CCN(c4ccccc4)CC3)s2)cc1,76*,1.1%,-27,1,1,-1,1,72*,-16
Nc1nc(Cl)cc(-c2ccccc2)n1,-2,-0.5%,7,1,-9,3,8,0.9,-6
CCOC(=O)C1CCN(C(=O)CCS(=O)(=O)c2cc3c(cc2Cl)NC(=O)CO3)CC1,.,-3.2%,3,8,-4,0,-14,1.4,.
Cc1ccccc1CS(=O)(=O)Cc1ccc(C(=O)NCCCN2CC(C)CC(C)C2)o1 (configuration not stated),11,-1.6%,.,0,4,-1,6,-0.2,16
COc1ccccc1-c1cc(C(=O)Nc2cc(OC)c(OC)c(OC)c2)no1,.,3.4%,15,-2,2,-1,-6,-0.8,3
COc1ccccc1CN(C(=O)c1ccco1)C(C(=O)NC1CCCC1)c1ccncc1 (configuration not stated),-8,1.1%,15,4,6,3,17,1.2,-9
O=C(Cc1cccs1)NCCc1cn2ccccc2n1,-3,3.4%,-6,0,-6,-2,13,-0.9,-7
COc1cccc(C(=O)NNC(=O)C(=O)Nc2ccc(OC)cc2OC)c1,0,0.6%,-17,3,-2,-5,-10,19,-29
CCOc1ccccc1CNC(=O)CCn1cccn1,.,-2.2%,4,1,-3,-5,4,0.8,2
COC(=O)c1c(NC(=O)CSc2nnc(CNc3ccc(Cl)cc3)o2)sc(C)c1C,13,2.0%,-4,-1,-2,0,4,0.2,4

# (next part)
SMILES,D2 antag,RXFP1 ag,D2 PAM,D1 agonist,TRHR enhancer,D1 potentiator,D1 antag,D2 agonist,RXFP1 antagonist
CCCn1c(SCC(=O)Nc2ccccc2N2CCCCC2)nc2c1c(=O)n(C)c(=O)n2C,-14,4.6%,13,1,19,3,14,-1.0,-15
CCC(C)n1c(SCC(=O)NCCc2ccc(S(N)(=O)=O)cc2)nc2ccsc2c1=O (configuration not stated),5,-1.2%,6,1,4,6,-3,-1.6,2
CC(NS(=O)(=O)c1ccc2c(c1)CCN2C(=O)CCCC(=O)O)c1ccccc1 (configuration not stated),.,-0.6%,.,1,-5,-2,11,-0.2,.
COCCN1CCN(Cc2nc(C3(c4ccc(C)cc4)CCCC3)no2)CC1,-18,0.2%,-3,0,-3,4,6,1.1,-5
Cc1nn(-c2ccccc2)c(Cl)c1C(=O)N1CCN(C)CC1,26,0.6%,-2,2,14,-3,-3,1.1,7
O=C(COC(=O)c1ccccn1)Nc1c(Cl)cccc1Cl,-3,0.9%,12,3,3,-4,-1,0.4,0
Cc1ccc(S(=O)(=O)N2CCC(C(=O)OCC(=O)N3CCc4ccccc43)CC2)cc1,12,0.6%,7,8,4,-5,-1,1.2,2
O=C(Nc1ccccc1)C(=O)Nc1ccc2c(c1)N(C(=O)C1CC1)CCC2,35*,-1.1%,1,6,-7,-4,2,0.0,-27
CC(=O)c1cn(CCCCCCCn2cc(C(C)=O)c(=O)[nH]c2=O)c(=O)[nH]c1=O,2,17%,-1,1,-7,-3,3,-0.4,-8
CC(=O)N1CCc2c(sc3c2c(=O)n(-c2cc(Cl)ccc2C)c(=O)n3Cc2ccccc2F)C1,.,11%,12,2,1,-3,7,1.8,.
N#CCC1c2ccccc2CCN1C(=O)Nc1ccc(C(F)(F)F)cc1 (configuration not stated),65*,-1.1%,-25,3,0,-4,-12,0.0,-10
CCO[C@@H]1OC(C(=O)NCc2ccccc2)=C[C@H](c2coc3ccccc3c2=O)[C@H]1CCCO,.,15%,.,8,2,0,4,.,.
O=S(=O)(NCc1ccccc1Br)c1cccs1,-16,1.4%,10,3,11,-5,-13,0.0,23
Cc1cccc(C(C)C)c1NC(=O)C1CN(S(=O)(=O)c2ccccc2)CCN1S(=O)(=O)c1ccccc1 (configuration not stated),2,-0.8%,-3,7,-14,2,-19,0.2,-7
O=C(Nc1ccc(Cl)cc1)Nc1cccc2nsnc12,-2,3.6%,-12,9,-2,1,-16,2.6,-35
CCOCCCNC(=O)CN(c1cc([N+](=O)[O-])ccc1OC)S(C)(=O)=O,4,0.5%,-1,0,1,-7,-2,-2.1,-14
CN(C)c1ccc(CNC2CC(C)(C)NC(C)(C)C2)cc1,-14,-0.9%,12,2,1,-2,6,-2.2,-12
O=C(Cc1cccs1)NCc1ccccc1Br,-15,-2.2%,4,2,3,-2,-4,-0.2,0
COc1ccc(N(C(=O)c2ccc(F)cc2)C2=CC3CCC(C2)N3C)cc1 (configuration not stated),-5,0.1%,14,4,-1,-2,-26,-0.3,-20
COc1ccc2[nH]c(C)c(C(=O)CN3CCN(C(=O)c4ccco4)CC3)c2c1,-4,1.8%,5,0,-5,1,22,0.4,-6
O=C(CN1C(=O)CSc2ccc(S(=O)(=O)N3CCOCC3)cc21)NCc1ccc(F)cc1,-6,-0.3%,-3,0,-3,3,9,0.7,2
O=C(COC(=O)c1ccccc1[N+](=O)[O-])NCCCc1ccccc1,4,-0.5%,-11,0,6,-6,-5,1.1,8
CSc1nc2[nH]ncc2c(=O)[nH]1,14,0.3%,1,-1,0,-10,-4,0.8,21
CCOC(=O)CCNC(=O)N1CCCC(CNS(=O)(=O)Cc2ccccc2)C1 (configuration not stated),16,-1.3%,0,2,0,-6,15,0.8,-4
Cc1cc(NC(=O)c2ccc(C)o2)no1,-4,-1.3%,13,2,-5,-2,-9,0.7,-13

# Looked up by compound from the entries so far:
SMILES,D2 antag,RXFP1 ag,D2 PAM,D1 agonist,TRHR enhancer,D1 potentiator,D1 antag,D2 agonist,RXFP1 antagonist
N#CCC1c2ccccc2CCN1C(=O)Nc1ccc(C(F)(F)F)cc1 (configuration not stated),65*,-1.1%,-25,3,0,-4,-12,0.0,-10
Cc1cccc(C(C)C)c1NC(=O)C1CN(S(=O)(=O)c2ccccc2)CCN1S(=O)(=O)c1ccccc1 (configuration not stated),2,-0.8%,-3,7,-14,2,-19,0.2,-7
CCO[C@@H]1OC(C(=O)NCc2ccccc2)=C[C@H](c2coc3ccccc3c2=O)[C@H]1CCCO,.,15%,.,8,2,0,4,.,.

# (more compounds)
SMILES,D2 antag,RXFP1 ag,D2 PAM,D1 agonist,TRHR enhancer,D1 potentiator,D1 antag,D2 agonist,RXFP1 antagonist
CCOC(=O)COC(=O)c1ccc(O)cc1,-9,3.9%,7,4,1,-4,5,0.0,7
CN(C(=O)c1cccc(COc2ccc(Cl)cc2Cl)c1)c1ccccc1,-14,0.7%,-2,10,-5,-9,0,0.1,-20
CC(=O)c1ccc(N2CCN(C(=S)Nc3ccccc3)CC2)cc1,10,4.4%,-1,6,5,-8,-17,-0.2,-9
COc1ccc(NC(=S)Nc2ccccn2)c(OC)c1,16,0.6%,5,0,1,-1,1,1.3,18
O=C(CCCCl)Nc1c2c(nn1-c1ccccc1)CSC2,8,1.6%,-6,0,-2,-6,-13,0.2,-3
Cc1cccc(OCCCC(=O)O)c1,-6,-0.2%,1,4,-1,5,4,-0.2,-7
O=C(NCc1ccco1)c1cccs1,-4,0.5%,-4,9,5,1,1,0.1,-9
CC1CCN(S(=O)(=O)c2ccc3c(c2)N(CC(=O)O)C(=O)CO3)CC1,.,-0.7%,-13,-5,-2,0,6,-0.4,-20
CCc1ccc(OCC(=O)Nc2ccc(S(=O)(=O)Nc3onc(C)c3C)cc2)cc1,.,5.1%,12,4,-3,1,21,.,-5
Cc1ccc(S(=O)(=O)N2CCN(C(=O)N(c3ccccc3)c3ccccc3)CC2)cc1,-24,1.6%,-4,5,-1,4,-14,1.1,-10
COc1ccc(-c2csc(NC(=O)CSCC(=O)Nc3cc(C)on3)n2)c(OC)c1,-14,9.6%,7,2,7,-11,-13,-1.5,-25
CCOc1ccc(/C=N/NC(=O)CN2CCCCC2)cc1OCC,5,0.5%,-11,6,-6,0,8,-0.2,-3
O=C(Nc1ccc(Cl)c(Cl)c1)N1CCSC1c1ccco1 (configuration not stated),6,0.5%,-1,23,-5,-6,-9,-1.6,-10
C#C[C@]1(O)CC[C@H]2[C@@H]3CCc4cc(O)ccc4[C@H]3CC[C@@]21C,11,1.6%,17,11,-1,-2,8,-2.9,41
Cc1c(NC(=O)CSc2nnc(COc3ccccc3)n2-c2ccccc2)c(=O)n(-c2ccccc2)n1C,-16,4.6%,-4,0,2,1,2,0.2,-12

# Only D1 agonist and RXFP1 ag, for 3 of the compounds above:
mol,D1 agonist,RXFP1 ag
CC(=O)c1ccc(N2CCN(C(=S)Nc3ccccc3)CC2)cc1,6,4.4%
COc1ccc(NC(=S)Nc2ccccn2)c(OC)c1,0,0.6%
O=C(CCCCl)Nc1c2c(nn1-c1ccccc1)CSC2,0,1.6%

# Compound activity deposited in PubChem BioAssay by National Center for Advancing Translational Sciences (NCATS).
